PfHsp40 yeast: compounds rescuing yeast from Plasmodium falciparum HSP40 toxicity; S. cerevisiae expressing PfHsp40, growth rescue, ATP luminescence; growth rescue, % at 12.5 µM; hit rate 0.68% among 340,000; AID 504582; in the data active means growth rescue above about 28%, passing the limit was not always enough;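 further: yeast W303a lacking pdr1 and pdr3 grown in galactose medium; growth measured after three days at 30 °C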
Rv3671c inh: Rv3671c (M. tuberculosis) protease inhibition; inhibition, % at 5.96 µM; hit rate 0.048% among 320,000; AID 2606; P9WHR9; in the data active means inhibition above about 38%;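 further: extracellular domain of Rv3671c used as enzyme; 0% = enzyme with DMSO and 100% = no enzyme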
Y pestis TopoI: Y. pestis Topo-I inhibition via cleavage products. activity, % at 10 µM. Y. pestis Topo-I cleavage product accumulation, plate reader. hit rate 0.064% among 360,000; in the data active means activity above about 50%, passing the limit was not always enough; further: inactives centre near 2
Vc quorum ag: induces V. cholerae light production without autoinducers; V. cholerae BH1578 lux reporter, luminescence, 6 h; activation, % at 18.7 µM; hit rate 0.16% among 350,000; in the data active means activation mostly above about 9.7%, no sharp cut-off; further: not every result past the cut was called active; inactives centre near 0; reference of the scale not given here
TcdB GH inh: TcdB glycohydrolase inhibition. hit rate 0.24% among 350,000. inhibition, % at 9.99 µM. AID 652162. P18177. TcdB glycohydrolase enzymatic assay, plate reader; in the data active means inhibition above about 10%
SARS 3CLpro inh: SARS-CoV 3CLpro protease inhibition. P0C6X7. recombinant SARS-CoV 3CLpro, quenched FRET peptide cleavage. inhibition, % at 6 µM. hit rate 0.14% among 290,000. AID 1706; in the data active means inhibition above about 12%
MazEF act: activators of E. coli MazEF toxin-antitoxin RNase. hit rate 0.32% among 350,000. activation, % at 20 µM. FAM/BHQ RNA-DNA oligo cleavage fluorescence, 5 h. AID 504720; in the data active means activation above about 50%
Anthrax LF inh2: inhibitors of Bacillus anthracis lethal factor protease; multiplex microsphere protease cleavage assay, LF; inhibition, % at 10 µM; hit rate 0.12% among 360,000; AID 588501; in the data active means inhibition above about 30%; further: plate controls were buffer without enzyme for full effect and enzyme alone for no effect
SSB-PriA inh: blocks PriA binding to SSB C-terminal tail | AlphaScreen SSBct-PriA binding, biotinylated peptide | inhibition, % at 33 µM | hit rate 0.6% among 430,000; in the data active means inhibition mostly above about 37%, no sharp cut-off; inactive means mostly below about 20%;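 further: plate controls were negative control peptide for no effect and reference peptide for full effect; strong numbers were not always called active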
DUSP3 inh: DUSP3 (human) phosphatase inhibition. P51452. recombinant VHR phosphatase, pNPP absorbance. inhibition, % at 13.3 µM. hit rate 0.52% among 290,000. AID 1654; in the data active means inhibition above about 50%; further: some compounds called inactive have numbers as strong as hits
* hit, by the source's call; i = inactive; x = no result given.

SMILES	PfHsp40 yeast	Rv3671c inh	Y pestis TopoI	Vc quorum ag	TcdB GH inh	SARS 3CLpro inh	MazEF act	Anthrax LF inh2	SSB-PriA inh	DUSP3 inh
Cc1nn(CC(=O)N2CCN(c3ccccc3)CC2)c(=O)c2cccn12	-1.6	6	10	i	-0.4	3	4	-1	-11	6
O=C(NCc1ccccn1)c1cccc(S(=O)(=O)N2CCCCC2)c1	0.6	6	3	5.7	-0.1	x	2	x	-4	x
O=C(/C=C\Nc1ccc2c(c1)OCO2)c1ccc(Cl)s1	0.6	2	-1	-2.0	0.4	1	86*	-1	-19	26
CCCN1C(=O)c2cc(C(=O)O)ccc2C1O (stereo not given)	2.0	6	4	-0.2	-3.0	-7	-2	7	-13	-2
COc1cc(OC)cc(-c2cn[nH]c2N)c1	-0.9	4	1	0.0	-0.5	-7	-25	8	5	44
CN(Cc1ccccc1)c1ccc(S(=O)(=O)N2CCOCC2)cn1	-0.4	-5	7	0.7	x	-2	4	3	-31	4
CCS(=O)(=O)Nc1cccc(C2=NN(S(=O)(=O)c3ccc(F)cc3)C(c3cccs3)C2)c1 (stereo not given)	2.0	-10	20	-0.3	x	3	-4	1	11	11
O=S(=O)(c1ccccc1)c1nc(-c2ccco2)oc1NCc1ccco1	0.4	5	14	-0.7	x	2	-7	-4	-3	13
CC(CN1CCCCC1)OC(=O)C1c2ccccc2Oc2ccccc21 (stereo not given)	-0.3	-3	13	i	x	-5	-1	-3	-14	-2
Cc1nn(C)c(Oc2cccc(Cl)c2)c1C#N	-0.3	-4	3	i	0.0	1	4	2	-10	9

Continued, overlapping the part above by 5 compounds.
SMILES	PfHsp40 yeast	Rv3671c inh	Y pestis TopoI	Vc quorum ag	TcdB GH inh	SARS 3CLpro inh	MazEF act	Anthrax LF inh2	SSB-PriA inh	DUSP3 inh
CN(Cc1ccccc1)c1ccc(S(=O)(=O)N2CCOCC2)cn1	-0.4	-5	7	0.7	x	-2	4	3	-31	4
CCS(=O)(=O)Nc1cccc(C2=NN(S(=O)(=O)c3ccc(F)cc3)C(c3cccs3)C2)c1 (stereo not given)	2.0	-10	20	-0.3	x	3	-4	1	11	11
O=S(=O)(c1ccccc1)c1nc(-c2ccco2)oc1NCc1ccco1	0.4	5	14	-0.7	x	2	-7	-4	-3	13
CC(CN1CCCCC1)OC(=O)C1c2ccccc2Oc2ccccc21 (stereo not given)	-0.3	-3	13	i	x	-5	-1	-3	-14	-2
Cc1nn(C)c(Oc2cccc(Cl)c2)c1C#N	-0.3	-4	3	i	0.0	1	4	2	-10	9
C[n+]1cc[nH]c1SCC(=O)c1ccc(Cl)cc1	-0.4	-5	-7	i	0.4	-1	-2	-2	x	22
O=C(NCCCN1CCCC1)c1ccc2c(c1)N(Cc1cccc(Cl)c1)C(=O)c1ccccc1S2=O (stereo not given)	0.9	-15	-18	-0.3	-0.6	2	26	6	4	9
Cc1nc2sc(C(c3ccco3)N3CCN(c4ccc(F)cc4)CC3)c(O)n2n1 (stereo not given)	1.4	-1	15	-0.2	1.5	3	-5	-11	12	12
COc1ccc(C(=S)N2CCN(c3ccccc3Cl)CC2)cc1OC	1.9	-4	44	-0.6	0.6	4	-1	12	-11	24
O=C(OCC(=O)N1CCc2ccccc21)C1CCCN1S(=O)(=O)c1ccc(Cl)cc1 (stereo not given)	0.1	-4	27	-5.0	0.2	x	-16	-1	-6	x
O=Cc1cccn1-c1ccc2ccccc2c1	-0.1	1	3	i	1.1	3	-1	0	5	-26
O=C(CC12CC3CC(CC(C3)C1)C2)NCC(=O)OCc1cc(=O)oc2ccc3ccccc3c12	4.5	-12	48	i	-0.3	2	-24	3	-13	34
Cc1ccccc1-n1c(C)nnc1SCc1nc2ccccc2s1	-0.2	-1	9	-0.5	0.7	8	8	0	10	7
O=C(N/N=C1/CN2CCC1CC2)c1cccc(O)c1	1.1	-1	-9	3.0	x	-2	-7	2	x	33
COc1ccccc1C(C#N)c1cccc(Cl)n1 (stereo not given)	-0.8	7	2	i	0.3	-2	3	-11	-3	x

Part of the list above in another layout:
structure | PfHsp40 yeast | Rv3671c inh | Y pestis TopoI | Vc quorum ag | TcdB GH inh | SARS 3CLpro inh | MazEF act | Anthrax LF inh2 | SSB-PriA inh | DUSP3 inh
O=C(OCC(=O)N1CCc2ccccc21)C1CCCN1S(=O)(=O)c1ccc(Cl)cc1 (stereo not given) | 0.1 | -4 | 27 | -5.0 | 0.2 | x | -16 | -1 | -6 | x
O=Cc1cccn1-c1ccc2ccccc2c1 | -0.1 | 1 | 3 | i | 1.1 | 3 | -1 | 0 | 5 | -26

New compounds follow
SMILES	PfHsp40 yeast	Rv3671c inh	Y pestis TopoI	Vc quorum ag	TcdB GH inh	SARS 3CLpro inh	MazEF act	Anthrax LF inh2	SSB-PriA inh	DUSP3 inh
CC(=O)n1cc(CO)c2ccccc21	-0.6	-8	-6	-0.3	1.3	1	-8	-10	-1	21
CC(C)c1ccccc1OCCCN1CCCC1	0.4	0	0	-0.8	1.1	3	1	-2	-12	-18
COCCCN(C(=S)NC(=O)c1ccc(Br)cc1)c1c(N)n(Cc2ccccc2)c(=O)[nH]c1=O	0.4	3	12	-0.7	-0.7	-2	3	-4	-1	34
Cn1c(CCNC(=O)c2ccccc2)nc2ccccc21	11	6	1	i	x	0	-2	-3	7	-14
COc1cccc(-c2ccc3nnc(SCC(=O)N4CCCC4)n3n2)c1	-0.1	2	5	5.3	4.8	x	-1	x	-10	x
O=C(c1cccc(-n2cccc2)c1)N1CCN(S(=O)(=O)c2ccc(F)cc2)CC1	0.6	-14	-8	-0.2	-0.6	-1	-3	-1	-5	28
CSCCCN1CCCC(CO)(Cc2ccccc2F)C1 (stereo not given)	-0.5	6	-1	i	1.2	4	-24	x	-6	10
O=C(NC1CCCC1)c1ccccc1-c1nc2ccccc2[nH]1	0.4	-9	2	i	x	4	6	-5	-20	7
COC(=O)c1oc2ccc(Br)cc2c1NC(=O)CCCN1C(=O)c2ccccc2C1=O	1.2	-5	11	i	-0.4	1	6	-8	-5	28
COc1cccc(Cn2nnc(C(=O)Nc3ccc(C)cc3)c2N)c1	-1.1	0	6	-0.2	-0.8	2	1	-4	-8	5
COC(=O)C1=C(c2ccccc2OCc2ccccc2)C[C@@H]2CC[C@H]1N2C(=O)NCCc1ccc(F)cc1	4.6	-11	23	i	2.8	x	3	-1	9	x
Cc1cccc2cc(CN(CCN3CCOCC3)C(=O)Nc3ccccc3F)c(=O)[nH]c12	-1.3	0	-1	-0.6	1.0	-1	6	0	13	17
CC1(C)C2CCC1(C)C(OC(=O)CC(=O)O)C2 (stereo not given)	x	2	x	x	0.7	8	-3	x	-16	-24
COc1cc(C2=NOC(C(=O)N3CCCCCC3)C2)cc(OC)c1OC (stereo not given)	-0.8	2	6	-0.2	x	4	8	-4	-5	19
c1ccc(COc2nsnc2N2CCOCC2)cc1	2.2	6	8	-0.2	-0.2	-4	-4	-5	6	0
CON/C=C(\C=Nc1ccc(C(F)(F)F)cc1)c1ncc(C(F)(F)F)cc1Cl	-0.4	-3	7	-0.3	x	-11	5	-1	x	25
Cc1ccc(N/C=C2/Sc3ccccc3NC2=O)cc1	-0.6	0	-5	2.3	x	9	1	-2	8	2
O=C(c1ccc(OC2CCN(C(=O)C3CC3)CC2)cc1)N(CCO)Cc1ccccc1	0.3	-2	11	-0.3	1.1	-2	6	-2	-13	8
Cn1c(N)c(C(=O)COC(=O)CNC(=O)c2ccc(Cl)cc2Cl)c(=O)n(C)c1=O	1.3	6	4	i	3.9	x	-19	-2	-1	x
O=C(CSc1nnc(-c2ccc(Br)cc2)n1CCc1ccccc1)NC1CCS(=O)(=O)C1 (stereo not given)	2.3	14	38	-3.3	-0.6	0	4	-3	-16	7
COc1ccc2c(c1)-c1c(sn(-c3ccccc3)c1=S)C(C)(C)N2	-0.3	8	-9	-3.6	x	4	-2	-3	63	4
CC(=O)N1CCC(=NNc2ccc(S(=O)(=O)N3CCOCC3)cc2[N+](=O)[O-])CC1	-1.3	-2	4	-0.2	1.2	3	12	-4	-4	-10
CCn1c(=O)c(=O)[nH]c2cc(C(=O)N(C)Cc3ccc(OC)c(F)c3)ccc21	-0.2	-35	9	-0.2	0.2	-1	3	-1	-6	17
CN(C)C(CNC(=O)c1cccc(S(=O)(=O)N2CCc3ccccc3C2)c1)c1ccccc1 (stereo not given)	x	x	6	-0.2	1.0	x	7	-6	x	x
O=C(Nc1ccccc1Br)C1CCN(C(=O)Cc2ccccc2)CC1	-1.6	-1	3	-0.2	x	-8	-4	0	-8	5
Cc1ccc(NC(=O)/C(C#N)=C/c2cccs2)c(C)c1	-2.3	3	6	5.3	x	0	-5	2	-7	-12
O=C(COc1ccc(Br)cc1)NCCCNC(=O)c1cnccn1	9.8	4	5	-0.3	1.9	1	5	0	-8	15
CC1(C)Nc2ccccc2N(CC(=O)N2CCCCC2)C1=O	-0.5	8	-3	-1.4	x	-8	8	0	-4	8
CCOC(=O)C(=O)NCc1ccc(/C=C2/N=C(C)C(C(=O)OCC)=C2O)o1	-0.9	-3	6	-0.5	-6.4	-3	0	-3	2	-3
CC(OC(=O)/C=C/c1ccccc1)C(=O)NC1CCCCC1C (stereo not given)	-1.0	11	-8	i	1.0	x	4	-2	7	x
N#Cc1nc(-c2ccccc2F)oc1NCCc1ccccc1	4.5	-8	12	i	x	8	3	2	33	-12
CC(C)CC1NC(=O)N(CC(=O)N2CCCc3ccccc32)C1=O (stereo not given)	3.0	-3	1	-0.6	-0.1	8	2	-5	0	-6
Cc1nn(C)cc1CNC(=O)C1(C)CC1(Cl)Cl (stereo not given)	-1.5	-2	2	i	x	4	-12	-3	6	2
C=Cc1ccc(C(=O)N2CCCC(Nc3ccc4c(c3)OCCO4)C2)cc1 (stereo not given)	0.0	x	6	-7.7	-0.3	1	1	-1	18	8
COc1ccc2c(c1)C(C1=C(O)CC(C)(C)CC1=O)C1=C(CC(C)(C)CC1=O)O2 (stereo not given)	-0.5	-8	0	i	x	-8	5	-4	-9	3
CC(=O)O/C(=C\c1cn(C(C)=O)c2ccccc12)C(=O)O	0.9	-4	-5	i	0.7	-3	4	0	3	13
COC(=O)C1Cc2c([nH]c3ccccc23)CN1 (stereo not given)	1.8	5	-1	-0.3	x	-4	3	-8	-10	31
O=C(O)c1ccc(CSc2nnc(-c3cccnc3)n2-c2ccc(Br)cc2)cc1	-0.2	6	3	0.4	-0.6	2	1	3	5	12
CCOC(=O)CCc1c(C(=O)OCC)[nH]c(CC)c1C(=O)OCc1ccccc1	1.8	2	22	i	0.2	-2	-5	-10	-24	4
CCCCC(=O)NC(c1ccc(C(C)C)cc1)c1ccc2cccnc2c1O (stereo not given)	-2.6	6	0	-0.8	0.7	8	-1	-2	1	13
Cc1cc([N+](=O)[O-])nn1CCCC(=O)NC(C)c1ccccc1 (stereo not given)	1.0	3	2	-0.3	1.6	2	6	-3	-17	-7
Cc1oncc1-c1csc(-c2ccccc2)n1	0.4	-7	-1	-3.6	0.5	2	1	-1	-16	26
COC(=O)c1ccc(C(=O)OC)c(=O)[nH]1	0.2	-4	7	i	-1.1	-3	3	5	2	23
CCC(C)(C)n1nnnc1C(c1cc2cc(C)ccc2[nH]c1=O)N1CCCc2ccccc21 (stereo not given)	-1.1	-5	2	i	1.1	5	1	-2	6	24
Cc1ccc(C(C)C)c2oc(=O)cc(-c3ccc(-c4ccc(C(F)(F)F)cc4)cc3)c12	-0.2	x	5	-6.1	-10.0	x	0	-2	3	x
COc1ccc(N2C(=O)CC(N3CCC(C(N)=O)CC3)C2=O)cc1 (stereo not given)	0.5	-6	0	i	x	-3	8	1	-7	-2
Cc1nc2ccccn2c1C(=O)CSc1cccc(Cl)c1	-1.3	-4	20	i	1.2	5	3	-3	-15	6
COc1ccc(S(=O)(=O)NN=C2CCCC2)cc1	-0.4	4	1	0.7	x	-8	-6	-1	-13	26
CN(C)c1ccc(C=C2C(=O)NC(=S)NC2=O)cc1	-1.0	x	6	i	-0.7	x	-25	-3	-5	x
O=C1CC[C@@H]2C[C@@]3(C[C@@H]4CCN1[C@H]24)Nc1cc([N+](=O)[O-])ccc1NC3=NCc1ccccc1	0.1	x	8	-2.4	0.6	x	5	-9	13	x

Source: PubChem

These rows are one share of the data. The share of hits here may be higher or lower than overall.
